High-throughput results from PubChem.
Epigenetic derep: regulators of epigenetic silencing causing reporter derepression in mouse cells | Potency, µM (doses to about 53.9 µM), for inactives: at the top dose GFP activation, hits mostly activators | 0.2% of 280,000 active | murine LDR cells, GFP reporter derepression, 30 h; note: potency is the fitted concentration of half-maximal effect; % of control where 0% means no effect; nearly all actives have a fitted effect of over 60% in size
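Reporter derepression read as number of fluorescent GFP-positive objects, 20-120 um in size, counted by laser-scanning cytometer. Mouse LDR line with an epigenetically silenced CMV-GFP locus; compound incubation 30 h, 37 C.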
CBFb-RUNX1 inh: blocks binding between human CBF-beta and RUNX1 | Q01196+Q13951 | AlphaScreen CBFb-His/RUNX1-biotin binding, biochemical | Potency, µM (doses to about 59.8 µM), for inactives: top-dose activity, negative = inhibition, actives largely listed as inhibitors | 230,000 tested, under 10 active; note: % of control where 0% means no effect
Target sequence (Q01196 whole entry, looked up): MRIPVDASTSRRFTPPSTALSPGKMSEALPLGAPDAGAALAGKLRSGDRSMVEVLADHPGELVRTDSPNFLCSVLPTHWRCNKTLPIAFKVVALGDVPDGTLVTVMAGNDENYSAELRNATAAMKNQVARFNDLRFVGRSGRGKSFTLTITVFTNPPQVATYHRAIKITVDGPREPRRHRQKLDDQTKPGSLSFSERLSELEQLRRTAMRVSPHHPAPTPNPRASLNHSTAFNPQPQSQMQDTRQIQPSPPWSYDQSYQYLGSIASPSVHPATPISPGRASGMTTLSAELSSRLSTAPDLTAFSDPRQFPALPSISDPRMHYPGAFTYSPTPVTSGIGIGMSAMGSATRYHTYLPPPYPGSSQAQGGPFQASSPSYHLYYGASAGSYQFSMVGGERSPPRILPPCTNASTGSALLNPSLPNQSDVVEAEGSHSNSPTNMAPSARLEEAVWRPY
Target sequence (Q13951 whole entry, looked up): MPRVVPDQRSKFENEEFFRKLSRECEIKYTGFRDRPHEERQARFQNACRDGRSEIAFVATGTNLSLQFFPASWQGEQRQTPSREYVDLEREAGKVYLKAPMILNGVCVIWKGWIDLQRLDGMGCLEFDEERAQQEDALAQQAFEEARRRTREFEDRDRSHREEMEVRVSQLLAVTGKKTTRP
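Interaction loss through any mechanism counts as activity. Pre-formed complex of His-CBF-beta and biotin-RUNX1 (30 nM apiece) is incubated with compound 15 min, then with 50 ng nickel and 50 ng streptavidin beads for 90 min before AlphaScreen detection.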
IMPase Li cell: cell-permeable IMPase inhibitors with lithium potentiation; CHO-M1 cells, IP1 TR-FRET (IP-One), carbachol + lithium; Potency, µM (top dose mostly 59.4 µM), inactives show top-dose activity, negative = IMPase inhibition, actives largely listed as inhibitors; 0.35% of 210,000 active; AID 1457;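 note: IP1 builds up when IMPase is blocked and the TR-FRET signal falls; potency is the fitted concentration of half-maximal effect; plate controls were basal vehicle for no effect and high inhibitor control for full effect; nearly all actives have a fitted effect of over 50% in size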
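Lithium-sensitised IP1 accumulation assay; M1-expressing CHO cells treated 30 min at 37C with compound. Competitive antibody detection by time-resolved FRET followed a 10 min room-temperature lysis step.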
NPSR antag: neuropeptide S receptor (human) antagonism, cAMP; Q6W5P4; CHO-NPSR cells, cAMP TR-FRET, antagonist mode; Potency, µM (top dose mostly 38.3 µM), for the others: at the highest dose activity change, negative = inhibition, hits mostly inhibitors; 1% of 220,000 active; note: potency is the fitted concentration of half-maximal effect; % is set by controls: 0 for no effect and ±100 for the full control effect; nearly all actives have a fitted effect of over 50% in size; many of its hits are not listed in these tables
Target sequence (Q6W5P4 whole entry, looked up): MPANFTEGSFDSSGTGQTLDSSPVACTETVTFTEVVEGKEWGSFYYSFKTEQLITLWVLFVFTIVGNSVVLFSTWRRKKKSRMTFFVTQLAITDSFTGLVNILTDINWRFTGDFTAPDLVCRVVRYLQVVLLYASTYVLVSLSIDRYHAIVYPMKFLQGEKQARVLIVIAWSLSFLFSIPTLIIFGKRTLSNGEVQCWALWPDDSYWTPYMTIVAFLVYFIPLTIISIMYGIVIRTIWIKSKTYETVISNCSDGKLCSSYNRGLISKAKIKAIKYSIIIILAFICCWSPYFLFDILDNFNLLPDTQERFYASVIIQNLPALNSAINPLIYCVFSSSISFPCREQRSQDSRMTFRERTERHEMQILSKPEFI
HTT aggregate: mutant huntingtin aggregation inhibition; PC12 HttQ103-GFP aggregates, Acumen cytometry, 40 h; Potency, µM (titrated, usually from 46.1 µM), without a hit: at the highest dose activity change, negative = inhibition, actives largely listed as inhibitors; 1.1% of 220,000 active; AID 1688; note: potency is the fitted concentration of half-maximal effect; % is set by controls: 0 for no effect and ±100 for the full control effect; nearly all actives have a fitted effect of over 60% in size
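Inducible Q103 Huntingtin exon 1–GFP PC12 line, 1500 cells/well in phenol red free DMEM with 5% equine and 5% calf serum. Tebufenozide 100 nM induced expression; compounds titrated; aggregates quantified by cytometry.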
Lamin A splicing: changes lamin A minigene splicing in HeLa cells; HeLa LMNA splicing GFP/RFP minigene ratio, 48 h; Potency, µM (series often up to 46.1 µM), without a hit: top-dose ratio change, negative = inhibition, usual class: inhibitors; 0.01% of 200,000 active; active = well fitted inhibition curve with a large enough effect in the signal ratio, with a control signal flat, not every such curve was filed as active; inconclusive = small, poorly fitted or top-dose-only effect, or effect the other way, or a change in a side signal; the % refers to the signal ratio; note: potency is the fitted concentration of half-maximal effect; % is set by controls: 0 for no effect and ±100 for the full control effect
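S3 HeLa cells stably expressing lamin A-EGFP splicing minigene plus DsRed2, 600 cells/well, 48 h compound exposure at 37C. Laser-scanning cytometry; analysed as GFP (500-530 nm)/RFP (575-640 nm) total intensity ratio; 0.5% DMSO vehicle.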
Luc counter: blocks Kinase-Glo luciferase, a counter-screen artifact | Q27757 | Kinase-Glo luciferase, ATP luminescence, 8 min | Potency, µM (series often up to 38.3 µM), for the others: top-dose activity change, negative = inhibition, actives largely listed as inhibitors | 0.28% of 200,000 active; note: potency is the fitted concentration of half-maximal effect; % is set by controls: 0 for no effect and ±100 for the full control effect; nearly all actives have a fitted effect of over 60% in size
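Light output from Kinase-Glo luciferase with luciferin and 10 uM ATP in 50 mM imidazole pH 7.2, KCl, MgCl2, Tween 20, BSA; compound pin-delivered, 8-min ambient incubation, then luminescence read.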
Active calls of the source: *; ? = inconclusive; nt = not tested or not shown; [ ] = remark or other dose. Unless noted, calls come from the whole dose curve; as a rule, active = well fitted curve in the direction sought with a large enough effect; inconclusive = small, poorly fitted or top-dose-only effect, or another doubt; inactive = no such curve, though single readings can be large; an effect the other way counts as inactive or inconclusive. Not all compounds are listed; rates above refer to the full screens.

Molecule	Epigenetic derep	CBFb-RUNX1 inh	IMPase Li cell	NPSR antag	HTT aggregate	Lamin A splicing	Luc counter
CC(C)C(=O)Nc1nnc(Cc2c[nH]c3ccccc23)s1	-1.0%	1%	nt	7%	-18%[9.22 µM]	nt	nt
CC(C)(C#N)C(C)(C)c1nn[nH]n1	-3.7%	2%	nt	-1%[46.1 µM]	18%	-3%	nt
O=C(C1CCN(S(=O)(=O)Cc2ccccc2)CC1)N1CCN(c2ncccn2)CC1	1.2%	9%	7%[38.3 µM]	-3%[46.1 µM]	-9%	1%	2%
CC(=O)Nc1ccc(NC(=O)/C=C/c2ccc(Cl)cc2)cc1	-0.2%	1%	-2%	7%	-12%	nt	nt
CCn1c(=O)c(C(=O)NCCc2ccccc2)c(O)c2ccccc21	0.9%	27%	26%[38.3 µM]	-24%[46.1 µM]	?	?	-1%
O=C(C/C=N/OCc1ccc(Cl)cc1)c1cnc(-c2ccccc2)s1	-1.8%	0%	-10%[38.3 µM]	-29%[46.1 µM]	?	0%	7%
Cn1c(=O)c2c(nc(CN3CCc4ccccc4C3)n2Cc2ccccc2F)n(C)c1=O	-0.1%	8%	15%	-17%[46.1 µM]	-10%	-16%	2%
COc1cc(/C=N/NC(=O)c2ccccc2Cl)ccc1Oc1ccc([N+](=O)[O-])cn1	2.9%	-6%	-3%	-7%	-19%	15%[46 µM]	-3%
O=C(CCc1ccccc1)Nc1c(F)c(F)c(F)c(F)c1F	-0.2%	-3%	-5%[38.3 µM]	4%[46.1 µM]	19%	3%	-5%
COc1cccc(CS(=O)(=O)c2nnnn2-c2ccc(F)cc2Br)c1	-0.1%	-10%	12%	nt	nt	nt	0%
COC(=O)Nc1ccc(S(=O)(=O)N(CCO)CCO)cc1	-0.1%	-2%	31%[38.3 µM]	6%[46.1 µM]	14%	8%	-1%
O=C(O)C(Cc1ccccc1)N1C(=O)CCC1=O (configuration not stated)	-1.4%	3%	1%	10%	1%	3%[46 µM]	-1%
CCOCCOC(=O)C(C)Oc1ccc(Oc2nc(Cl)ccc2Cl)cc1 (configuration not stated)	0.8%	?	23%	-11%	-2%	nt	-2%
CC(C)CNS(=O)(=O)c1cc(C(=O)N2CCOCC2)c(Cl)cc1Cl	-4.5%	4%	21%[38.3 µM]	-12%[46.1 µM]	12%	14%	-1%
Cc1ccc(N(CC(=O)NN=C2CCN(C)CC2)S(=O)(=O)c2ccccc2)c(C)c1	1.0%	-4%	7%	21%	0%	-12%	-2%
O=C1CC(c2ccccc2)CN1Cc1ccccc1 (configuration not stated)	0.0%	18%	2%	-18%[46.1 µM]	-21%	-17%	4%
O=C(Cn1c(=O)n(Cc2ccco2)c(=O)c2cc(Cl)ccc21)NCC1CCCO1 (configuration not stated)	2.4%	2%	17%[38.3 µM]	?	-13%	-8%	2%
O=C(CCl)N(c1ccccc1)C1CCS(=O)(=O)C1 (configuration not stated)	-1.0%	-2%	2%	-1%	8.9µM*	?	6%
CCOc1cc(CNCc2ccncc2)cc(Br)c1OCc1ccccc1F	-0.9%	4%	16%[38.3 µM]	-12%[46.1 µM]	10µM*	-1%	-2%
Cc1nc2c(-c3ccc(F)cc3)c(C)nn2c(C)c1CCC(=O)Nc1ccc(F)cc1F	0.0%	-1%	nt	-23%	15%[9.22 µM]	nt	nt
CN1CC(=O)N(CCOc2ccccc2)C1=O	0.0%	-2%	21%[38.3 µM]	-2%[46.1 µM]	-12%	2%	-3%
CCC(=O)Nc1cnc(NC(=O)c2cccc(F)c2)cc1C	1.0%	-2%	0%	-2%[46.1 µM]	-25%	-3%	-10%
CCN(CC)S(=O)(=O)c1ccc(NC(=O)c2c(-c3ccccc3)noc2C)cc1	0.0%	9%	1%	-29%	-24%	?	6%
CC(C)c1ccccc1NC(=O)COC(=O)Cc1c[nH]c2ccccc12	0.0%	5%	-1%	4%	15%	0%	2%
CNc1ccccc1C(C)(C)c1cc(-c2cccc(Br)c2)no1	-0.2%	1%	22%	-8%	?	nt	nt
COC(=O)CN1CC(=O)N(c2ccccc2)C1=S	3.5%	25%	-8%	6%	23%	0%[46 µM]	0%
CC(C)(C)C1CCC2(CC1)SCC(=O)N2c1ccccc1 (configuration not stated)	-0.9%	3%	1%[38.3 µM]	-13%[46.1 µM]	7%	2%	-2%
Cc1ccc(S(=O)(=O)NC(CC(=O)O)c2ccco2)cc1 (configuration not stated)	5.5%	7%	-2%[38.3 µM]	-3%[46.1 µM]	4%	-6%	0%
O=C(CSc1ncccc1C(=O)O)c1ccc2ccccc2c1	-0.3%	0%	-11%[38.3 µM]	-6%[46.1 µM]	-2%	16%	-1%
Cc1ccc(NC(=O)Cc2ccc([N+](=O)[O-])cc2)c(Br)c1	-1.9%	-18%	-6%	7%	22%	?	3%

Shown with values under each structure: entries from further up
Screens in order – Epigenetic derep	CBFb-RUNX1 inh	IMPase Li cell	NPSR antag	HTT aggregate	Lamin A splicing	Luc counter
O=C(CCl)N(c1ccccc1)C1CCS(=O)(=O)C1 (configuration not stated)
    -1.0%	-2%	2%	-1%	8.9µM*	?	6%
CCOc1cc(CNCc2ccncc2)cc(Br)c1OCc1ccccc1F
    -0.9%	4%	16%[38.3 µM]	-12%[46.1 µM]	10µM*	-1%	-2%
Cc1nc2c(-c3ccc(F)cc3)c(C)nn2c(C)c1CCC(=O)Nc1ccc(F)cc1F
    0.0%	-1%	nt	-23%	15%[9.22 µM]	nt	nt
CN1CC(=O)N(CCOc2ccccc2)C1=O
    0.0%	-2%	21%[38.3 µM]	-2%[46.1 µM]	-12%	2%	-3%

Next compounds:
Molecule	Epigenetic derep	CBFb-RUNX1 inh	IMPase Li cell	NPSR antag	HTT aggregate	Lamin A splicing	Luc counter
CCOC(=O)C1=C(c2ccccc2)Nc2ncnn2C1c1ccc(OC)c(OC)c1OC (configuration not stated)	-1.1%	2%	-3%[38.3 µM]	-12%[46.1 µM]	-1%	-6%	0%
CCC1CCC(C(=O)NC(C(=O)NCCCN2CCCCC2C)C(C)C)CC1 (configuration not stated)	1.4%	2%	-6%	17%	-3%	nt	-1%
O=C(COc1ccc(S(=O)(=O)N2CCOCC2)cc1)N1CCCCCC1	-0.1%	5%	5%	13%	-14%	?	2%
COC(=O)c1cc(Cc2ccc(N)c(C(=O)OC)c2)ccc1N	-1.6%	16%	-5%[38.3 µM]	-17%[46.1 µM]	-7%	-3%	-3%
CCC(=O)N1N=C(c2ccc(NS(C)(=O)=O)cc2)CC1c1ccc(C)cc1 (configuration not stated)	-0.8%	-2%	21%[38.3 µM]	-24%[46.1 µM]	4%	-2%	0%
Cn1c2c(c(=O)n(C)c1=O)C1(C(=O)Nc3ccccc31)C(C#N)=C(N)O2 (configuration not stated)	-1.3%	-5%	13%[38.3 µM]	-3%[46.1 µM]	-1%	-1%	0%
Cc1ccccc1Cn1c(=O)n(CC2CCC(C(=O)NCCc3ccccc3)CC2)c(=O)c2ccccc21 (configuration not stated)	-1.0%	-4%	-2%	-17%	9%	-19%	5%
CC(N=C1NS(=O)(=O)c2ccccc21)c1ccccc1 (configuration not stated)	1.2%	-5%	-6%[38.3 µM]	-5%[46.1 µM]	-14%	8%	-1%
O=C(CO)N/N=C/c1ccc(Cl)cc1	0.0%	4%	-9%[38.3 µM]	1%[46.1 µM]	-1%	5%	-1%
COC(=O)C1C(=O)C2=C(CC1C)NC(C)=C(C(=O)OC1CCCC1)C2c1ccc(N(C)C)cc1 (configuration not stated)	-4.4%	-22%	6%[38.3 µM]	?	26%	-7%	-5%
CCCCC1CCC(C(=O)OCC(=O)Nc2ccc(S(N)(=O)=O)cc2)CC1 (configuration not stated)	-1.1%	7%	0%	6%	-1%	-11%	0%
COC(=O)Cc1c(O)ccn(CCc2c[nH]c3ccc(OC)cc23)c1=O	0.0%	6%	-8%	-17%	-4%[9.22 µM]	nt	nt
CCOc1ccc(S(=O)(=O)N/N=C(\C)c2ccc(OC)cc2OC)cc1	8.8%	-27%	1%	13%	-15%	nt	-3%
CCOc1ccc(N2C(=O)S/C(=C\c3cc(OC)c(OC)c(OC)c3)C2=O)cc1	3.1%	2%	nt	39%	-9%[9.22 µM]	nt	nt
Cc1ccc(-n2c(O)c(C=NC3CCS(=O)(=O)C3)c3ccccc3c2=O)cc1C (configuration not stated)	-2.1%	-1%	13%[38.3 µM]	-19%[46.1 µM]	?	?	17%
Cc1ccnc(N2CCC(C(=O)NNC(=O)COc3cccc4ccccc34)CC2)n1	0.0%	-11%	?	19%	16%	-3%	6%
COc1ccc(CC(=O)N2N=C(C)CC2(O)c2cccnc2)cc1OC (configuration not stated)	-1.6%	?	-1%	36%	-1%	-13%	0%
Nc1cc(=O)[nH]c(SCC(=O)N2CCCCC2)n1	8.5%	1%	-2%	-12%	0%[9.22 µM]	11%[46 µM]	1%
CCOCCn1c(=NC(=O)c2cc(Cl)sc2Cl)sc2cc(S(N)(=O)=O)ccc21	-1.5%	-3%	5%	?	-9%	1%	-1%
COc1ccc(CCNC(=O)c2ccc(SC)cc2OC)cc1	-0.3%	-7%	8%	-22%	14%	nt	-1%
CC1CN(C(=O)c2ccc(C(=O)c3ccccc3)cc2)CC(C)O1 (configuration not stated)	0.8%	5%	-8%[38.3 µM]	-3%[46.1 µM]	-15%	-3%	-4%
CCCCCCC1CC(CSc2ncn[nH]2)OC1=O (configuration not stated)	0.2%	3%	-8%[38.3 µM]	-8%[46.1 µM]	-5%	15%	0%
COc1ccc2cc(/C=N/NC(=O)c3ccc(CN(c4cccc(Cl)c4Cl)S(C)(=O)=O)cc3)c(Cl)nc2c1	2.0%	1%	-3%	-22%	3%	?	5%
CCCC(C)NC1=NCCCCC1 (configuration not stated)	-0.9%	3%	-5%[38.3 µM]	-2%[46.1 µM]	7%	0%	-1%
Nc1nc(Br)c2ccccc2c1-c1ccccc1	1.1%	?	8%	-20%	-16%	10%[46 µM]	-1%
Cc1nc2c(sc3nc4c(cc32)COC(C)(C)C4)c(=O)n1CC(=O)NCc1ccco1	6.6%	3%	-14%[38.3 µM]	?	6%	16%	-10%
CN(C)c1nc(N)c(C(=O)N=C(N)N)nc1Cl	-0.1%	-20%	16%	8%[46.1 µM]	nt	?	-1%
